# CHO parental Ca: ATP-evoked calcium signal inhibitors, parental CHO, primary screen, counter-screen for OX1R antagonist project, cell-based, fluorescence, Fluo-8 calcium dye; parental CHO-K1, ATP-induced calcium, Fluo-8 fluorescence; inhibition, % at 5.6 µM; 330,000 compounds, 0.63% hits; AID 463079, 2010;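 active = inhibition above that plate's mean sample inhibition plus 3 SD, cut at about 26% in these data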;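 note: 0% = ATP-challenged DMSO wells and 100% = DMSO wells without ATP; some compounds past the cut are filed as inactive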
#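 Assay system: untransfected parental CHO cell line. Also added: ATP agonist challenge. Dosing: one dose, 5.6 µM nominal. Measured by: Fluo-8 fluorescence. Read-out: % inhibition. Benchmarks: ATP wells versus no-ATP DMSO wells. Repeats: no replicates.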
# TAAR1 antagonist: human TAAR1 antagonists, primary screen, Fluo-8 calcium fluorescence, CHO RD-HGA16 cells; inhibition, % at 3 µM; 360,000 compounds, 1.5% hits; antagonist; AID 624466, 2012;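 active = inhibition above a per-plate cutoff, the mean inhibition of test compounds on that plate plus 3 SD, cut at about 49% in these data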;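 note: 0% = DMSO plus EC80 beta-PEA response and 100% = DMSO alone without agonist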
# Target sequence (Q96RJ0 whole entry, looked up): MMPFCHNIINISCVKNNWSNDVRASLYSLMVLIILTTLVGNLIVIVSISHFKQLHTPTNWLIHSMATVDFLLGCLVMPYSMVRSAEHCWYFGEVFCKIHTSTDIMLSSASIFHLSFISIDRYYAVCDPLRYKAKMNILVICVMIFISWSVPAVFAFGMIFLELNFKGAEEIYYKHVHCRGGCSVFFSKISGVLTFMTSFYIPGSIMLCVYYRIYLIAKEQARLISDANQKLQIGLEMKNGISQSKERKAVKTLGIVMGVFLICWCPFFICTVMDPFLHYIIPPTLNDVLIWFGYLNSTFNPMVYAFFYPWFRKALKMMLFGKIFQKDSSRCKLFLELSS
#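 Test system – hTAAR1-expressing CHO RD-HGA16 cells, Gα16-coupled · Reagent – β-PEA at EC80 concentration, post-compound challenge · Compound dosing – 3 µM, single point · Timing – 140 s kinetic read after compound, 140 s after agonist · Detection – Fluo-8 intracellular calcium dye fluorescence, real-time kinetic reads · Control set – DMSO and EC80 PEA controls · Repeats – n of 1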
# V1R ag counter: agonists of human V1a receptor, primary screen, counter-screen for OXTR agonist project, fluorescence, CHO-V1R cells | Vasopressin V1a receptor (Homo sapiens), P37288 | activation, % at 3 µM | AID 2797, 2010 | 320,000 compounds, 0.25% hits | Fluo-8 calcium fluorescence, agonist mode; 0% DMSO, 100% 3 nM vasopressin;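 active = activation above the mean activation of all tested compounds plus 3 SD, per screening run, cut at about 20% in these data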;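 note: signal is peak over basal fluorescence ratio across a 100 second FLIPR read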
# Target sequence (P37288 whole entry, looked up): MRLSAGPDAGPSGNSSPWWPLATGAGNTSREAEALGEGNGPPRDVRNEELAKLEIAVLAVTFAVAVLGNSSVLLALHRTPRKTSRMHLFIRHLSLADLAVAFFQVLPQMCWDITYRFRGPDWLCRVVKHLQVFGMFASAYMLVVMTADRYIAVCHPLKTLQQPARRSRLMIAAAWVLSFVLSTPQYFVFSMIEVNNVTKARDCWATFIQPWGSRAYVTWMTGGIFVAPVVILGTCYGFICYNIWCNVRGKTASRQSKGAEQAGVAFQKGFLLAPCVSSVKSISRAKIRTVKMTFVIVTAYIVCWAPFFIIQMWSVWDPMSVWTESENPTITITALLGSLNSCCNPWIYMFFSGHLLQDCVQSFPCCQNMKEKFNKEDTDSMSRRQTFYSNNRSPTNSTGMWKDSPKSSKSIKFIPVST
# M1 antag: human M1 muscarinic receptor antagonists, primary screen, CHO-K1 cells, Fluo-8 calcium fluorescence, 1536-well. Muscarinic acetylcholine receptor M1 (Homo sapiens), P11229. CHO-K1 hM1, ACh EC80 antagonist. inhibition, % at 3 µM. 360,000 compounds, 1.3% hits;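 active = percent inhibition above its own plate's cutoff, namely the mean of that plate's compound wells plus 3 SD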;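 note: peak over basal fluorescence ratio during 140 s after agonist addition; 0% = ACh EC80 plus DMSO and 100% = DMSO alone without agonist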
# TAAR1 agonist: human TAAR1 agonists, primary screen, Fluo-8 calcium fluorescence, CHO RD-HGA16 cells | Trace amine-associated receptor 1 (Homo sapiens), Q96RJ0 | vehicle wells 0%, saturating PEA agonist 100% | activation, % at 3 µM | 360,000 compounds, 0.99% hits;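 active = activation above the mean activation of all test compounds in the run plus 3 SD, cut at about 38% in these data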
#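 Assay system: CHO-derived RD-HGA16 cells with stable Gα16 and human TAAR1; timing: 17-24 h seeding, 75 min 37 °C dye, 30 min RT; read-out: % activation from peak over basal fluorescence ratio, DMSO-to-PEA scaled; measured by: kinetic Fluo-8 calcium fluorescence; benchmarks: low control DMSO, high control PEA (EC100); doses: 3 µM single concentration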
# M1 ag: human M1 muscarinic receptor agonists, primary screen, Fluo-8 calcium fluorescence, CHO-K1 cells, HTS; Muscarinic acetylcholine receptor M1 (Homo sapiens), P11229; activation, % at 3 µM; 360,000 compounds, 0.33% hits; CHO-K1 hM1, agonist mode; 0% DMSO, 100% acetylcholine EC100;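 active = activation above the run's mean compound activation plus 3 SD, cut at about 16% in these data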;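 note: peak over basal fluorescence ratio within a 140 s kinetic read after compound addition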
# CHRM1 PAM: human M1 muscarinic receptor positive allosteric modulators, primary screen, CHO-K1 cells, Fluo-8 calcium fluorescence, 1536-well | Muscarinic acetylcholine receptor M1 (Homo sapiens), P11229 | CHO-K1 hM1, ACh EC20; 0% = ACh EC20, 100% = maximal ACh | activation, % at 3 µM | 360,000 compounds, 0.088% hits; in the data active = activation above about 19%, passing the limit was not always enough
# OXTR ag: human OXTR agonists, primary screen, fluorescence, CHO-OTR cells, Fluo-8 calcium. Oxytocin receptor (Homo sapiens), P30559. activation, % at 3 µM. 320,000 compounds, 0.32% hits. Fluo-8 calcium fluorescence; normalized: DMSO 0%, oxytocin 100%;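 active = activation above the mean of all tested compounds plus 3 SD, cutoff set per screening run, cut at about 20% in these data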;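 note: peak over basal fluorescence ratio from a 100 s FLIPR kinetic read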
# OXTR potentiator: human OXTR potentiators, primary screen, fluorescence, CHO-OTR cells, Fluo-8 calcium; activation, % at 3 µM; Oxytocin receptor (Homo sapiens), P30559; Fluo-8 calcium fluorescence, potentiator mode; 0% = oxytocin EC15, 100% = EC100; 320,000 compounds, 0.061% hits;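 active = activation above that plate's cutoff, the mean activation of tested compounds plus 3 SD, cut at about 6.6% in these data, passing the limit was not always enough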;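 note: 100% uses oxytocin at 75 nM as the full agonist control; some results filed as inactive read as strong as hits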
#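 Material: human OTR in CHO cells. Compound: 3.0 µM, one dose. Timing: compound 6 min at room temperature before oxytocin, 100 s read. Evaluation: % activation of max/min ratio relative to oxytocin controls. Replication: single well per compound, singlicate. Signal: Fluo-8 calcium dye fluorescence.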
# * marks the source's active call; other numbers are inactive results; nt = no result given. No enrichment for hits; overall some 3.7% were active at least once.
SMILES,CHO parental Ca,TAAR1 antagonist,V1R ag counter,M1 antag,TAAR1 agonist,M1 ag,CHRM1 PAM,OXTR ag,OXTR potentiator
CCOC(=O)C1(Cc2cccc(OC)c2)CCN(CC2CC=CCC2)CC1 (configuration not stated),-7,-25,0.3,-1,2,-15,-14,-0.4,-7
S=c1nc2ccccc2c2nc(-c3ccccc3Br)[nH]n12,2,6,7.9,-8,3,-1,6,0.7,-18
COc1cc2[nH]c(=O)n(CCC(=O)N3CCN(c4cc(Cl)ccc4C)CC3)c(=O)c2cc1OC,-17,6,-0.8,-12,4,-2,6,-2.2,-10
COc1ccc(S(=O)(=O)N2CCC(C(=O)NCCN3CCOCC3)CC2)cc1C,-2,-29,0.9,-17,-1,-2,8,0.2,-8
CC(C)c1ccc(NC(=O)C2CCN(S(C)(=O)=O)CC2)cc1,5,15,0.1,-4,2,-4,8,0.2,-10
Cc1ccc(/C=N\NC(=O)Cn2c(C)nc3ccccc32)o1,-11,-1,1.2,-12,6,-2,10,1.1,-11
Cc1ccccc1N=Nc1c(N)n[nH]c1N,nt,-20,nt,7,0,0,-4,nt,nt
O=C(NCCC1=CCCCC1)C1CCCN(S(=O)(=O)c2ccc(F)cc2)C1 (configuration not stated),-27,8,2.5,-1,3,0,1,-1.8,-9
CN(CC(=O)N1CCN(c2ccccn2)CC1)S(=O)(=O)c1ccc2ccccc2c1,-16,-17,2.7,-15,12,-1,0,3.6,-6
CC(Nc1ccc(F)cc1)=[N+](C)CCNS(=O)(=O)c1ccc(Cl)cc1,-12,-23,0.0,-9,2,-3,11,-0.3,-10
CCc1nc(SCC(=O)N2c3ccccc3CC2C)c2c(C)c(C)sc2n1 (configuration not stated),-11,25,0.9,19,18,-6,-12,-1.6,-8
COCCNc1ccc(S(=O)(=O)N2CCCC2)cn1,-12,-16,0.6,11,3,-6,-2,-0.4,-5
COc1cc2c(cc1NC(=O)c1ccc(C)c([N+](=O)[O-])c1)oc1ccccc12,-8,3,0.7,-2,0,-5,7,0.2,-4
Nn1c(N2CCCCC2)nc2ccccc21,-14,-23,0.4,-49,0,-8,9,-0.1,-2
CC1CCCC(C)N1C(=O)COC(=O)Cc1ccc(Cl)cc1 (configuration not stated),-17,10,0.3,2,2,-7,2,-0.2,-6
Cc1cccc(NC(=O)c2oc3c(c2C)C(=O)CC(C)(C)C3)n1,-6,0,13,6,12,2,4,-1.6,-2
Cc1ccn2c(NC(=O)c3ccccc3)c(-c3ccccc3)nc2c1,-8,13,-0.8,-10,6,-2,5,-1.3,-1
COC(=O)C1=C(C)NC(C)=C(C(=O)OC)C1c1cc2cc(C)ccc2[nH]c1=O,-12,-5,-0.5,-9,0,-3,9,-0.8,0
Cc1ccc(NC(=O)CSCC(=O)Nc2sccc2C#N)cc1,1,8,0.7,-6,4,-1,7,0.6,-7
O=C(Nc1cccnc1)c1cccc(F)c1,-7,5,0.6,-1,0,-5,4,2.0,-1
Cn1cnnc1SCC(=O)c1ccc2c(c1)OCO2,-9,-10,-0.3,-20,13,-7,6,0.3,-17
CCCCc1nn2c(N)c(/C=C3\C=Nc4ccccc43)c(=O)nc2s1,-7,-17,-0.6,-11,0,-4,5,-0.2,-10
Cc1ccc(S(=O)(=O)Nc2ccccc2C(=O)N2CCCCCC2)cc1,nt,-2,nt,-10,5,-3,4,nt,nt
Nc1nonc1NC(=O)CSc1ncccc1C(=O)O,8,-14,0.1,-10,6,-2,6,0.1,6
COc1ccc(/C=N/NC(=O)CC(=O)NCCc2ccccc2)cc1OC,-3,-3,-0.9,3,0,0,-1,-1.1,-6
Cc1ccc(-c2c(C(=O)N/N=C/c3ccc4c(c3)OCO4)nnn2-c2nonc2N)cc1,-11,28,4.2,24,26,2,-9,15,-9
CC1(C)c2ccccc2-c2nc3ccccc3cc2C1O (configuration not stated),-18,-29,-0.5,14,-3,-6,-7,-1.6,-3
CCN(CC)c1ccc(CNc2ccc3c(c2)ncn3CC)cc1,46*,-6,5.7,nt,6,nt,nt,5.8,-10
O=C(NNC(=O)c1ccncc1)Nc1ccc(Br)cc1,nt,13,nt,-4,16,3,1,nt,nt
Cc1ccccc1N1CN(Cc2ccco2)CNC1=S,0,-6,-1.1,-9,0,-3,10,-1.8,-1
COc1ccc(NC(=O)CSc2nnc(-c3ccoc3C)n2CC2CCCO2)cc1 (configuration not stated),-9,-8,2.8,27*,8,0,1,0.5,-3
O=C(C(c1ccccc1)c1ccccc1)N1CC[C@@]2(O)CCCC[C@H]2C1,-18,1,-0.5,-9,10,-2,4,-2.5,-9
CCc1nc2ccc(C(=O)N3CCN(C(C)=O)CC3)cn2c1N(C)C(=O)c1cccc(OC)c1,nt,-17,nt,-14,3,5,5,nt,nt
O=C(CN1C(=O)C2CC=CCC2C1=O)NC1CCCc2ccccc21 (configuration not stated),-17,7,-1.0,-10,2,-4,5,-0.7,-18
CCOC(=O)C(Oc1ccc2c(-c3ccc(OC)cc3)cc(=O)oc2c1C)c1ccccc1 (configuration not stated),-10,-4,1.8,-14,1,-6,8,-0.4,-7
Cc1cc(C(F)F)nn1CC(=O)N1CCSCC1,-1,4,0.1,-14,-1,0,13,0.5,-8
COC(=O)c1ccc(Oc2c(C(F)(F)F)oc3c(CN4CCN(C)CC4)c(O)ccc3c2=O)cc1,-20,-23,2.5,-11,12,-4,12,1.6,-7
CCOC(=O)c1cocc1C(=O)O,nt,2,nt,0,7,1,9,nt,nt
CCOC(=O)C1=C(C)N(CCCC(=O)O)C(=O)NC1c1ccccc1OS(=O)(=O)c1ccc([N+](=O)[O-])cc1 (configuration not stated),-18,-7,0.1,-3,15,-6,0,-0.6,-4
CCOC(=O)N1CCC(N2C(=O)c3ccccc3C2Nc2ccc(S(=O)(=O)N(CC)CC)cc2)CC1 (configuration not stated),-20,19,-0.7,-6,3,-15,2,-1.1,-3
COC(=O)C1=C(Nc2ccccc2NC(=O)c2ccccc2C(=O)O)CSC1,-26,-32,-0.1,-4,0,-5,3,0.1,-1
CCC(=O)OC1c2ccccc2C(=O)N1Cc1ccccc1 (configuration not stated),-11,-9,0.2,-11,-1,-6,5,-1.7,-4
CCC(C)(C)C1CCc2[nH]nc(C(=O)NC3CCCCC3)c2C1 (configuration not stated),-23,-5,-0.7,-1,6,-8,-1,-1.5,-4
O=C(COc1ccc2ccc(=O)oc2c1)Nc1cccnc1,-4,-11,2.5,6,1,-1,-2,2.6,-2
COc1ccc(C(C)=O)cc1CSc1nnc(C)s1,-7,-8,0.4,10,3,-5,-4,-1.3,-2
CN(C(=O)CSc1nnc(-c2ccco2)n1Cc1ccccc1)C1CCS(=O)(=O)C1 (configuration not stated),-8,13,-0.2,-8,2,-4,14,0.3,-1
NS(=O)(=O)c1ccc(CNC(=O)c2ccc3ccccc3n2)cc1,-1,6,0.8,-6,-1,-3,4,1.9,-13
CCCC(=O)Nc1nnc(SCC(=O)N2CCN(c3ccccc3)CC2)s1,3,-5,-0.4,-16,0,2,20,-1.1,3
O=C1OCCC1(c1ccccc1)c1ccccc1,nt,-6,nt,6,3,-7,-4,nt,nt
Cc1ccc(OCC(=O)Nc2ccccc2[N+](=O)[O-])c(Br)c1,-23,5,-0.8,1,5,-5,0,-1.4,-3
COC(=O)C1=C(C)NC(=O)/C1=C\c1cc(C)n(-c2c(C)cccc2C)c1C,-18,-4,0.3,2,0,-3,2,-0.7,-8
COc1ccccc1NC(=O)Nn1cnnc1,-5,3,1.1,-6,5,-2,4,1.1,-7
CC(=O)N1CCN(C(=O)c2ccc(C)c(S(=O)(=O)N3CCCCC3)c2)CC1,-4,-2,0.9,-6,2,-3,5,0.5,1
CC(=O)NCc1ccc(S(=O)(=O)N/N=C/c2ccc(N(C)C)cc2)cc1,-12,-14,0.5,3,2,-6,-5,-0.1,2
CN1CCC(N2CCCC(C(=O)O)C2)CC1 (configuration not stated),3,-6,0.6,-2,4,0,4,1.4,-4
CC(C)NC(=O)NC(=O)CSc1ccc(S(=O)(=O)N2CCOCC2)cn1,nt,-8,nt,-8,0,7,21,nt,nt
Cc1ccc(C(=O)Cn2nnc3ccccc32)cc1C,-16,-15,-1.5,3,4,-7,4,-1.3,-2
COc1ccc(C(=O)NC2CCCc3ccccc32)cc1 (configuration not stated),-1,0,0.3,-16,-3,-3,11,-1.9,-3
O=C(c1ccc(=O)oc1)N1CCOCC1,-2,-30,0.6,11,10,-2,-1,0.5,-18
COc1ccccc1/C=C/C=N/NC(=O)c1cc(-c2ccco2)[nH]n1,-51,39,0.4,-8,6,0,6,-1.5,-5
O=C(COC(=O)c1c(F)cccc1F)Nc1ccc2[nH]c(=O)[nH]c2c1,6,3,-0.1,-6,4,-4,4,-0.9,-8

# Some of the entries so far, with each value named.
CCCC(=O)Nc1nnc(SCC(=O)N2CCN(c3ccccc3)CC2)s1
  CHO parental Ca = 3; TAAR1 antagonist = -5; V1R ag counter = -0.4; M1 antag = -16; TAAR1 agonist = 0; M1 ag = 2; CHRM1 PAM = 20; OXTR ag = -1.1; OXTR potentiator = 3

CC(=O)NCc1ccc(S(=O)(=O)N/N=C/c2ccc(N(C)C)cc2)cc1
  CHO parental Ca = -12; TAAR1 antagonist = -14; V1R ag counter = 0.5; M1 antag = 3; TAAR1 agonist = 2; M1 ag = -6; CHRM1 PAM = -5; OXTR ag = -0.1; OXTR potentiator = 2

CC(=O)N1CCN(C(=O)c2ccc(C)c(S(=O)(=O)N3CCCCC3)c2)CC1
  CHO parental Ca = -4; TAAR1 antagonist = -2; V1R ag counter = 0.9; M1 antag = -6; TAAR1 agonist = 2; M1 ag = -3; CHRM1 PAM = 5; OXTR ag = 0.5; OXTR potentiator = 1

CCC(=O)OC1c2ccccc2C(=O)N1Cc1ccccc1 (configuration not stated)
  CHO parental Ca = -11; TAAR1 antagonist = -9; V1R ag counter = 0.2; M1 antag = -11; TAAR1 agonist = -1; M1 ag = -6; CHRM1 PAM = 5; OXTR ag = -1.7; OXTR potentiator = -4

# Screening data (PubChem BioAssay)
